Shn3 inh set2: reduces Shn3 3'UTR luciferase signal in osteoblasts; hit rate 0.52% among 360,000; Clone20 osteoblast Shn3 3'UTR firefly luciferase, 24 h; AID 588674; inhibition, % at 12.5 µM;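 active means mean inhibition of at least 75% with every replicate also reaching 75%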;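 further: 0% = median of neutral control wells and 100% = pilot-screen positive control compound; some compounds past the cut are filed as inactive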
EBV LMP1 NFkB: inhibitors of Epstein-Barr LMP1-induced NF-kappaB reporter. AID 504558. LMP1-induced NF-kappaB luciferase reporter cells, luminescence. hit rate 0.69% among 350,000. inhibition, % at 12.5 µM; in the data active means inhibition above about 41%;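 further: 0% = neutral control wells and 100% = reference inhibitor control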
CF NFkB block: blocks PAF-induced NF-kB reporter in cystic fibrosis cells. AID 588850. inhibition, % at 5 µM. KKLEB NF-kB-GFP reporter, GFP fluorescence overnight. hit rate 0.86% among 360,000;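 active means at least 50% inhibition at 5 µM, scaled per plate between neutral and stimulator controls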;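 further: PAF is a Pseudomonas aeruginosa culture filtrate used as stimulus; plate controls were PAF-stimulated DMSO wells for no effect and unstimulated DMSO wells for full effect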
TRPM1 prom inh: MITF TRPM1 promoter inhibition in SK-MEL-5 cells | inhibition, % at 12.5 µM | SK-MEL-5 TRPM1 promoter luciferase, 24 h | hit rate 0.83% among 330,000 | AID 488899;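 active means mean inhibition across replicates of 60% or more, whatever share of single replicates reaches that level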; further: values of inactives mirror those of a sister screen read the other way
KKLEB tox: reduces viability of KKLEB cystic fibrosis airway cells | KKLEB CF airway cells viability, ATPlite luminescence, overnight; hits give low values; cells stimulated with P. aeruginosa culture filtrate | AID 602141 | activity change (cytotoxicity), % at 5 µM | hit rate 0.36% among 360,000;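 active means corrected activity change at or below -50% at 5 µM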
iPSC survival up: hiPSC single-cell survival enhancement; ATPlite luminescence; 100% = ROCK inhibitor wells, 0% = DMSO; survival enhancement, % at 20 µM; hit rate 0.044% among 360,000; in the data active means survival enhancement above about 18%;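 further: cells exposed to compounds for 16 hours before the ATP read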
NR2E3 ag-1: agonists of human NR2E3 nuclear receptor; CHO-S Gal4-NCOR/VP16-NR2E3 two-hybrid, luciferase; hit rate 0.35% among 360,000; inhibition of corepressor binding, % at 3.98 µM; AID 602229;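 active means inhibition above the mean of all tested compounds plus 3 SD, cut at about 70% in these data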;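 further: 0% = DMSO with NR2E3 transfected cells and 100% = cells lacking NR2E3 construct; higher means lower luciferase signal from less NR2E3 corepressor binding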
Target sequence (Q9Y5X4 whole entry, looked up, the tested form may be a part): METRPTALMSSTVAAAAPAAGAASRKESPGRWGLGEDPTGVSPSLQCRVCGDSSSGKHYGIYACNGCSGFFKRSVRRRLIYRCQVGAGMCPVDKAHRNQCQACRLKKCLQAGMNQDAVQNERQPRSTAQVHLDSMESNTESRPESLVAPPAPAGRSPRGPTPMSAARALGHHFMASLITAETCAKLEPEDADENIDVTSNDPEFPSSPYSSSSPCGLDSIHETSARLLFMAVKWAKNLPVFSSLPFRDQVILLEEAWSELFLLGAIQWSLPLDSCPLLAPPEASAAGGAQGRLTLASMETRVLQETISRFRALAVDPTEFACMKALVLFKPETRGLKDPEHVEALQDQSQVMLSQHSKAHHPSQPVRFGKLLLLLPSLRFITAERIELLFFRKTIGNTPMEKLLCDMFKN
Peg3 promoter: Peg3 promoter activity inhibition | inhibition, % at 20 µM | HeLa PEG-Prom luciferase reporter, luminescence, overnight | AID 588405 | hit rate 1.7% among 360,000;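 active means inhibition of at least 50% at 20 µM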
C8 TRAIL sens: caspase-8 TRAIL sensitization; NB7+C8 cells + TRAIL, ATPlite viability luminescence; hit rate 1% among 360,000; inhibition (viability loss, TRAIL sensitization), % at 10 µM; AID 624354;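 active means compounds causing at least 50% loss of cell viability in the single-dose screen, relative to plate controls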
NR2E3 ag-2: agonists of human nuclear receptor NR2E3 | Q9Y5X4 | GST-NR2E3/biotin-RetCOR TR-FRET, 1536-well | inhibition of corepressor binding, % at 4.78 µM | hit rate 0.12% among 320,000 | AID 2300;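 active means percent inhibition above the cutoff of mean plus 3 SD of all tested compounds, set per screening campaign, cut at about 20% in these data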;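 further: 0% = DMSO wells and 100% = biotin wells as full block of FRET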
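system = GST-tagged NR2E3 plus biotinylated RetCOR corepressor | input = 1.35 nM GST-NR2E3 | also added = 7 nM biotin-RetCOR | schedule = 5 h incubation at 4 °C | measured by = TR-FRET with europium anti-GST and streptavidin-D2, 340 nm excitation | read-out = percent loss of FRET ratio relative to control wells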
HIF-2a inh: inhibitors of HIF-2a | hit rate 0.72% among 360,000 | 786-0 RCC cells HIF-2a reporter, luciferase luminescence, overnight | AID 624352 | inhibition, % at 18.8 µM;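 active means inhibition of the luminescence signal of 40% or more relative to plate controls, in a single-dose primary screen at 18.75 µM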
An asterisk follows results filed as active; nt = not tested or not shown.

SMILES	Shn3 inh set2	EBV LMP1 NFkB	CF NFkB block	TRPM1 prom inh	KKLEB tox	iPSC survival up	NR2E3 ag-1	Peg3 promoter	C8 TRAIL sens	NR2E3 ag-2	HIF-2a inh
O=C(CN1C(=O)c2ccccc2C1=O)Nc1ccccc1C(=O)NC1CCCCCC1	-16	1	0	-6	-2	3.7	-1	4	-18	-3	3
CC(=O)N1CC2(CC(c3ccc(Cl)cc3Cl)=NO2)CN1c1cccc(Cl)c1 (configuration not stated)	15	-4	14	nt	-10	0.9	-11	-29	7	nt	-81
O=C(CSc1nnc(-c2ccco2)n1Cc1ccccc1)NC(=O)NCc1ccco1	-25	2	-5	7	-12	0.7	-15	2	-8	0	1
COc1ccc([C@@H]2C[C@H]3CN(c4ccccc4)C(=O)[C@]34CCCN24)c(OC)c1OC	4	11	5	-12	-8	0.1	-30	-2	7	2	19
COC(=O)C1C2C=CC3(CN(c4ccc(Cl)c(F)c4)C(=O)C13)O2 (configuration not stated)	-9	1	-37	-1	9	-0.1	-10	-3	-4	6	5
COc1cccc(-c2cc(C(=O)O)no2)c1	-13	-9	-8	2	-7	1.7	9	-2	-5	2	4
Nc1nc(Nc2ccccc2F)nc(NCCO)c1[N+](=O)[O-]	5	nt	-4	nt	4	-0.5	8	10	-21	0	9
O=C(Nc1nnc(C2CC2)s1)c1n[nH]c(=O)c2ccccc12	-20	-1	4	1	0	3.6	-7	8	15	3	6
CC1CCCCN1C(=O)COC(=O)c1cccc(NS(=O)(=O)c2ccccc2)c1 (configuration not stated)	1	-1	13	6	0	-0.2	23	8	0	-3	-5
CC(=O)Nc1ccc(S(=O)(=O)NCCC(=O)NC(C)c2cccs2)cc1 (configuration not stated)	-27	-1	28	1	2	1.4	-11	9	-14	nt	1
CC(NC=C1C(=O)OC(C)(C)OC1=O)C(=O)O (configuration not stated)	21	-14	4	5	8	-2.3	-7	15	4	2	4
C=C1C(=O)[C@@]23[C@H](O)C[C@@H]4C(C)(C)CC[C@H](O)[C@]4(C)[C@@H]2C[C@H](O)[C@@H]1[C@H]3O	97*	-13	68*	42	20	-5.2	21	43	6	0	41*
CC1(C)CC(=O)C2=C(C1)OC1OC(=O)CC21C (configuration not stated)	-4	0	7	6	-7	2.9	-11	3	-5	-1	6
Cc1cc2cc(CNC(=O)c3cccs3)ccc2[nH]1	-3	-19	-5	nt	6	1.4	4	-2	0	6	11
CCOC(=O)Cn1c(=O)c2c(nc(Br)n2Cc2ccccc2Cl)n(C)c1=O	-2	-3	10	7	-6	-1.0	-4	16	1	0	13
Cc1snc(S(=O)(=O)Cc2c(Cl)cccc2Cl)c1C#N	-7	1	3	2	8	2.4	6	16	-12	-1	4
Cc1ccc(NC(=O)COc2ccc(Br)cc2CO)cc1S(=O)(=O)N1CCOCC1	12	6	13	8	12	1.4	-16	30	2	nt	6
COCCNC(=S)Nc1ccccc1Cc1ccccc1	-21	-3	-17	5	21	-2.4	-14	5	-6	0	8
Cc1cc(N/N=C/c2cccc(Cl)c2)nc(NCc2ccccc2)n1	2	-19	18	-34	-28	-1.6	-38	-97	29	-1	-99
OCC1(CCc2ccccc2)CCN(Cc2ccc(OC(F)F)cc2)CC1	9	3	3	-12	-9	1.0	7	18	4	nt	19
O=c1[nH]c2ccccc2c(O)c1-c1ccccc1[N+](=O)[O-]	1	-3	8	8	-11	-0.2	3	8	0	0	9
COC(=O)CCCC(=O)N1CCCC(C(=O)c2ccccc2SC)C1 (configuration not stated)	5	1	-5	-5	-3	-0.6	12	7	-1	nt	18
O=C(c1ccc(-n2cccn2)cc1)N1CCN(c2ncccc2C(F)(F)F)CC1	2	10	-47	12	12	-0.3	21	5	-4	-2	12
CC(=O)Nc1ccc(NC(=O)c2c(C)noc2C)cc1	4	-5	-20	12	4	-0.1	0	11	6	-3	15
NC(=O)c1c(NC(=O)c2ccncc2)sc2c1CCCCCC2	12	-12	-1	-10	-21	-0.2	0	-60	4	-5	-69
Other results.
SMILES	Shn3 inh set2	EBV LMP1 NFkB	CF NFkB block	TRPM1 prom inh	KKLEB tox	iPSC survival up	NR2E3 ag-1	Peg3 promoter	C8 TRAIL sens	NR2E3 ag-2	HIF-2a inh
O=C(O)[C@@H]1[C@@H]2C[C@@H]2CN1c1ncccc1[N+](=O)[O-]	-1	2	-17	11	10	0.1	-10	5	-3	2	11
Cc1c(C(=O)Nc2c(F)cc(F)cc2Br)sc2ncn(CC(=O)N3CCCC3)c(=O)c12	-1	-1	-5	10	7	0.4	-9	-2	13	0	4
COc1cccc(C=NCC(C)N=Cc2cccc(OC)c2O)c1O (configuration not stated)	17	1	8	6	7	2.2	-16	-45	-6	-1	-23
CCCc1nc(SCC(=O)Nc2ccccc2OC)c2c(=O)n(C)c(=O)n(C)c2n1	33	18	16	2	-2	2.1	-6	32	40	0	10
COc1ccc(OC)c(N(/C(N)=N/c2nc(C)cc(C)n2)S(=O)(=O)c2ccc(NC(C)=O)cc2)c1	6	-1	8	13	-15	1.9	6	24	28	-1	-2
CC(SCc1ccccc1)C(=O)NCc1ccccn1 (configuration not stated)	4	-5	3	-2	12	0.2	14	6	0	nt	14
N#Cc1c(-c2ccccc2)cc(C2CC2)nc1SCC(=O)c1cccs1	-6	-8	16	16	1	1.5	-12	17	-16	nt	22
CCN(CC(=O)NCc1cccs1)C(=O)c1ccc(S(=O)(=O)N(C)c2ccccc2)cc1	24	1	5	-11	6	3.2	17	22	-7	nt	14
COc1ccc(CC(=O)N(CCC2=CCCCC2)c2c(N)n(Cc3ccccc3)c(=O)[nH]c2=O)cc1	-3	6	-14	nt	0	-1.8	6	17	4	nt	13
Cc1nc2ccc(F)cc2cc1C(=O)NC(C)C	8	-12	-11	1	-15	0.8	-19	11	-2	-2	4
COc1ccc(-c2nn(-c3ccccc3)cc2CNC[C@H]2O[C@@H](n3cnc4c(N)ncnc43)[C@H](O)[C@@H]2O)cc1	-6	-4	2	0	-10	0.9	-37	-11	3	nt	-2
OCCN(Cc1ccccc1)Cc1ccccc1F	8	-8	8	6	0	-1.3	-12	16	-6	1	-3
O=C(O)c1cn(-c2ccccc2)nc1-c1ccncc1	-12	7	-2	13	3	-0.4	-8	2	-4	-1	11
C(=N\NC1=Nc2cccc3cccc1c23)/c1ccccc1	-73	-114	-29	-41	-7	-2.0	-169	-298	50*	-1	-198
Cn1c(NC(=O)c2ccc(F)cc2)c(-c2cccs2)c(=O)c2ccccc21	-2	8	1	-9	1	0.8	-2	19	-5	0	11
CC1CCN(S(=O)(=O)c2ccccc2)CC1	4	10	-2	-8	-18	1.7	7	13	2	6	13
O=C(CSc1nnnn1-c1ccc2c(c1)OCCO2)OC1CCCCC1	-25	1	-6	-19	0	5.9	24	-99	-16	-3	-11
Cc1cc(OCC(=O)N2CCCC2)ccc1Cl	-42	-14	11	-46	-19	4.6	-37	-136	-4	2	-128
O=[N+]([O-])c1ccc(Cl)c(/C=N/n2c(-c3ccncc3)n[nH]c2=S)c1	-10	2	-7	15	9	-0.6	5	31	3	3	-2
COc1ccc(Oc2nc3c(C)cccn3c(=O)c2/C=C(\C#N)C(N)=O)cc1	11	3	15	-7	-23	-0.4	-12	18	7	1	4
COc1cccc(C(=O)Nc2ccc(N3CCN(C(=O)c4cccs4)CC3)cc2)c1	35	29	23	22	-7	-0.7	-18	16	12	-1	-15
CCc1cc(C(=O)N(CC)CC(=O)Nc2ccc(OC)cc2)sc1C	7	-3	23	-10	3	4.1	-10	-2	-10	4	-22
O=C(CCCSc1ccccc1)Nc1nc(-c2ccco2)c(-c2ccco2)s1	19	8	-8	-2	20	0.7	-17	10	-1	0	10
C[C@H](NC(=O)[C@@H]1CSC2c3ccccc3C(=O)N21)C(=O)NC1CCCC1 (some centres not stated)	12	4	23	-1	-15	-0.1	-28	-8	8	1	3
CC(C)C[C@H](NC(=O)c1nc[nH]c1C(=O)N1CCc2ccccc2C1)C(=O)OCc1ccccc1	-12	-1	-9	8	-3	8.2	13	11	11	-2	7
The results go on.
SMILES	Shn3 inh set2	EBV LMP1 NFkB	CF NFkB block	TRPM1 prom inh	KKLEB tox	iPSC survival up	NR2E3 ag-1	Peg3 promoter	C8 TRAIL sens	NR2E3 ag-2	HIF-2a inh
Cc1ccccc1S(=O)(=O)/N=C(/Nc1c(C)n(C)n(-c2ccccc2)c1=O)c1ccccc1	12	-1	1	1	8	-0.7	4	10	5	-2	17
CC(C)(C)C1CCC(=NNC(=O)C2COc3ccccc3O2)CC1 (configuration not stated)	10	3	4	-6	-9	-0.5	-56	0	-10	3	15
Cc1ccc2c(c1)N(CC(=O)N1CCCCCC1)C(=O)c1cccnc1O2	3	7	2	-4	-3	-0.6	8	9	-5	-2	0
CC(C)Oc1cccc(C(=O)C2CCCN(C(=O)CCc3cnn(C)c3)C2)c1 (configuration not stated)	-54	-6	7	-51	-14	0.1	-48	-125	15	2	-144
CC1CN(C(=O)CCNS(=O)(=O)c2ccc(Br)cc2)CC(C)O1 (configuration not stated)	-16	-2	-6	-5	-1	-0.3	20	14	2	-1	-5
[S-]C(=Nc1ccc(Cl)cc1)N[n+]1ccccc1	-21	-8	-5	-2	3	3.1	-24	-3	-1	0	-11
O=C(NCc1ccc(F)cc1)C1CCN(S(=O)(=O)c2ccc(Br)s2)CC1	4	-3	8	5	0	0.3	11	1	12	3	16
CCOC(=O)c1cc(NC(=O)C2C3C=CC(O3)C2C(=O)O)cc(C(=O)OCC)c1 (configuration not stated)	-11	-7	-13	5	-4	-0.1	-5	9	-9	-3	6
O=C(N=C1c2ccccc2CN1c1ccc(F)cc1)c1ccc(Cl)nc1	-16	-13	20	6	-8	-1.2	-11	-8	8	3	0
CC1(C)OC(=O)C(=C2CCCN2)C(=O)O1	-1	0	-5	23	-6	2.4	-8	7	-1	4	11
COCCOC(=O)C1=C(C)NC2=C(C(=O)CC(C)(C)C2)C1c1ccc2c(c1)OCO2 (configuration not stated)	-3	-20	1	5	7	1.5	-9	4	-6	2	14
Cc1ccc(-c2cc(C(=O)NCc3cnn(C)c3C)c3cc(Br)ccc3n2)cc1	-34	-31	-9	-14	-2	-2.3	-28	-75	14	-250	-96
Cc1ccc2nc(Nc3ncc4c(n3)CC(C)(C)CC4=O)nc(C)c2c1	-25	-3	-9	6	1	0.0	0	6	6	-2	2
CCOC(=O)c1cc2c(=O)[nH]ccc2nc1C	-3	-9	-5	11	24	-0.9	-7	-8	-5	3	-7
CCOC(=O)CSc1nc2c(c(=O)n(C)c(=O)n2C)n1CCCc1ccccc1	8	3	-15	3	-5	2.9	-9	1	-2	nt	17

Gathered by group, the entries above containing a furan ring, fused or not (two)
SMILES	Shn3 inh set2	EBV LMP1 NFkB	CF NFkB block	TRPM1 prom inh	KKLEB tox	iPSC survival up	NR2E3 ag-1	Peg3 promoter	C8 TRAIL sens	NR2E3 ag-2	HIF-2a inh
O=C(CSc1nnc(-c2ccco2)n1Cc1ccccc1)NC(=O)NCc1ccco1	-25	2	-5	7	-12	0.7	-15	2	-8	0	1
O=C(CCCSc1ccccc1)Nc1nc(-c2ccco2)c(-c2ccco2)s1	19	8	-8	-2	20	0.7	-17	10	-1	0	10

Compound activity deposited in PubChem BioAssay by several laboratories.

An excerpt (hit frequency here may not be typical).
